Screening data: PubChem BioAssay, several laboratories
Neddylation inh: inhibitors of human cullin neddylation. TR-FRET cullin neddylation, biochemical. calls only at 25 µM. AID 651699. P61081+Q13564. actives 0.58% (n = 360,000); in the data active = inhibition above about 36%
MsrA inhibitor: bovine MsrA inhibition; purified bovine MsrA, absorbance read-out; inhibition, % at 15.5 µM; actives 0.75% (n = 360,000); AID 651718; in the data active = inhibition above about 4.5%;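 also: 0% = vehicle wells with enzyme and 100% = reference inhibitor wells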
Tb MetRS inh: blocks T. brucei methionyl-tRNA synthetase activity; purified T. brucei MetRS, ATP depletion, Kinase-Glo luminescence; inhibition, % at 11.9 µM; actives 0.4% (n = 360,000); AID 624268;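 active = inhibition above a per-plate cutoff of the control wells' mean inhibition plus 3 SD, cut at about 5.5% in these data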;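 also: 0% = DMSO wells median and 100% = median of wells with control inhibitor compound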
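Material: T. brucei methionyl-tRNA synthetase, purified; reagent: substrates ATP, L-methionine and bulk Escherichia coli tRNA; dosing: 11.9 µM single point; timing: 15 min plus 2 h at 25 °C; detection: luminescence of leftover ATP; evaluation: % inhibition; control set: DMSO-only wells as low control; replicates: singlicate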
MLLE-PAM2 inh: blocks PAM2 peptide binding to the PABP1 MLLE domain. GST-MLLE / FITC-PAM2 fluorescence polarization. inhibition, % at 20 µM. actives 0.36% (n = 360,000); in the data active = inhibition above about 35%, passing the limit was not always enough;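 also: plate controls were DMSO wells with GST-MLLE for no effect and wells lacking GST-MLLE protein for full effect; some results filed as inactive read as strong as hits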
Rin1-Abl PPI inh: human Rin1-Abl interaction inhibition; P00519+Q13671; TR-FRET Rin1/Abl binding, biochemical; inhibition, % at 7.35 µM; actives 0.4% (n = 360,000); AID 588664; in the data active = inhibition above about 5%, passing the limit was not always enough
CSN inh: inhibitors of human CSN-mediated cullin deneddylation; Q92905; Purified CSN, SCF-Nedd8-OG deneddylation, fluorescence polarization; inhibition, % at 12.5 µM; actives 0.38% (n = 360,000); AID 651999;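 active = pattern-corrected inhibition above about 35%, with an unprinted fluorescence ratio check between 0.5 and 1.5, limit read from the data, passing the limit was not always enough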;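 also: 0% = enzyme with substrate and 100% = substrate without enzyme; some results filed as inactive read as strong as hits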
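Test system: purified human Csn5 enzyme expressed in HEK293T cells. Amount: 0.24 nM enzyme. Reagent: SCFSkp2-Nedd8OG substrate at 10 nM final. Schedule: 90 min incubation of compound, enzyme and substrate at room temperature. Detection: fluorescence polarization. Read-out: % inhibition of substrate cleavage by Csn5.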
eLon inh: inhibitors of E. coli Lon protease; P0A9M0; purified E. coli Lon protease, fluorescence polarization; inhibition, % at 7.94 µM; actives 0.42% (n = 360,000); AID 602123; in the data active = inhibition above about 13%, passing the limit was not always enough;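 also: 0% = enzyme with probe and DMSO and 100% = no enzyme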
bovine MsrA act: bovine methionine sulfoxide reductase A activation | purified bovine MsrA, absorbance read-out | AID 602163 | actives 0.3% (n = 360,000) | activation, % at 10.6 µM; in the data active = activation above about 7.5%;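 also: 0% = vehicle and 100% = reference activator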
FAS TE block: FAS thioesterase (human) inhibition. P49327. recombinant FAS-TE, OMFH fluorogenic substrate, fluorescence endpoint. inhibition, % at 15 µM. actives 0.67% (n = 360,000);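 active = compounds whose normalised, plate-corrected inhibition of enzyme fluorescence in the single-dose primary screen is 50% or more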;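 also: 0% = DMSO with enzyme and 100% = substrate without enzyme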
Target sequence (P49327 whole entry, looked up): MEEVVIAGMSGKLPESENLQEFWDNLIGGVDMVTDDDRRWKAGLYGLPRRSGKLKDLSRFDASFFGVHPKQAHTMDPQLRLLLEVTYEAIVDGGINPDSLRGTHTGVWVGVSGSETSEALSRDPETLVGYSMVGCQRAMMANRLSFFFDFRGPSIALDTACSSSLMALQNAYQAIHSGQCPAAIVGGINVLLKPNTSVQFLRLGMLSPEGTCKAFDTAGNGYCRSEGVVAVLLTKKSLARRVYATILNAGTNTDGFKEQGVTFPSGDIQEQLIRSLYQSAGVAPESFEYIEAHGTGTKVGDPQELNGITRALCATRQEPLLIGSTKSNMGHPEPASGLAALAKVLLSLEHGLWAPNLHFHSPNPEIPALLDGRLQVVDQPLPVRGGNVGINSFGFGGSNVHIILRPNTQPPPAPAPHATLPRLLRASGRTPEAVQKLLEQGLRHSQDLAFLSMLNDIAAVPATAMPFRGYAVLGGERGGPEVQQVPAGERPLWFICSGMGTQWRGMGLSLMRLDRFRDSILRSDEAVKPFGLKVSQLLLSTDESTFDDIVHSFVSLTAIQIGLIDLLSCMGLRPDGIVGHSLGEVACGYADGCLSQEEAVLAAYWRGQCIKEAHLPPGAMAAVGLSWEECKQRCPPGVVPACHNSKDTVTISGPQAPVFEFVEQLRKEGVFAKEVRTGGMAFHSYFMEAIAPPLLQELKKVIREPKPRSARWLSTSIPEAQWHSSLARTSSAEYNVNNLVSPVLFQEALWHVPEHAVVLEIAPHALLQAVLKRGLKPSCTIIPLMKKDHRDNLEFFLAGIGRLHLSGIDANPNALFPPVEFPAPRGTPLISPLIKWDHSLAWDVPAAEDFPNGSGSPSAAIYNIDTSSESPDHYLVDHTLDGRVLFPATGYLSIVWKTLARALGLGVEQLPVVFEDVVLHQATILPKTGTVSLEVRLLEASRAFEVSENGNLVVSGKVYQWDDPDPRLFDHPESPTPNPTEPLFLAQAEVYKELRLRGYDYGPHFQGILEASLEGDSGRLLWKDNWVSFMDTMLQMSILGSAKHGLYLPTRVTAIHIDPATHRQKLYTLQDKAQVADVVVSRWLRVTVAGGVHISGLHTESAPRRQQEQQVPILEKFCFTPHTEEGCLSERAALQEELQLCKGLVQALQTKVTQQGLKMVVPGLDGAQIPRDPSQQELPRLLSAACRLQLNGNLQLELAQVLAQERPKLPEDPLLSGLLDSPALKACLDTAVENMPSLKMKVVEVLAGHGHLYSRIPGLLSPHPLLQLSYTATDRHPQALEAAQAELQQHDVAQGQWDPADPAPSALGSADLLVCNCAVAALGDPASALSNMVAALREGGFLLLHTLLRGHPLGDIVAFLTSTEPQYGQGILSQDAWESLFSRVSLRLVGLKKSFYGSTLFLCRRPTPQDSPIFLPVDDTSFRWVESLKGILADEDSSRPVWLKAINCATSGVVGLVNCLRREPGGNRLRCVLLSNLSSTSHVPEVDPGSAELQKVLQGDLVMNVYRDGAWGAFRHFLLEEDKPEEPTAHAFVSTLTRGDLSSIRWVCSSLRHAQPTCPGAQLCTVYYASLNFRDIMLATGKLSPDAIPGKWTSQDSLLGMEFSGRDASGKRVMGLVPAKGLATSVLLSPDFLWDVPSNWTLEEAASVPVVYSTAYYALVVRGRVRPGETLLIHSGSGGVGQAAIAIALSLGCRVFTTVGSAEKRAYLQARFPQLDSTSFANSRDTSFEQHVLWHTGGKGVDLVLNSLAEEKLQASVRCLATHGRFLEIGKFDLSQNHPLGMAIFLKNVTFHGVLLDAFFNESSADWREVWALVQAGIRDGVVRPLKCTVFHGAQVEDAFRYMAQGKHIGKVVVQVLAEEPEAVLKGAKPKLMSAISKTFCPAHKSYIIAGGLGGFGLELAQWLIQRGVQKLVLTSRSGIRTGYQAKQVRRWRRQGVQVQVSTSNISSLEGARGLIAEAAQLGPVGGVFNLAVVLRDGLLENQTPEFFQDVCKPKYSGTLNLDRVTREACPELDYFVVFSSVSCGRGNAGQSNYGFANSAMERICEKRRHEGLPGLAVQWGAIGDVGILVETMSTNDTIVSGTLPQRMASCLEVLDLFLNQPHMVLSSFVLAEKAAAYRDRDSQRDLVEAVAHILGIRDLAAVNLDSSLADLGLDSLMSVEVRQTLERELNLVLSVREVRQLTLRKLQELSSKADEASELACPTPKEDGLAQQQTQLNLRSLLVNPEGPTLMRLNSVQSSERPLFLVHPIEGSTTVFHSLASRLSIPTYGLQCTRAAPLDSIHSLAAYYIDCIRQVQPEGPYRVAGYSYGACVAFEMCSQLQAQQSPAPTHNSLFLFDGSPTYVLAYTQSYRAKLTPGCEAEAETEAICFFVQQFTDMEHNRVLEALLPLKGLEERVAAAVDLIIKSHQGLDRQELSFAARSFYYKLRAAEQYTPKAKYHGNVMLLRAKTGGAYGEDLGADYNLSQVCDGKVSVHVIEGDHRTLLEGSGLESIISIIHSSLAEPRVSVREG
An asterisk follows results filed as active; i = inactive; . = no result given; + = active, no number.

SMILES	Neddylation inh	MsrA inhibitor	Tb MetRS inh	MLLE-PAM2 inh	Rin1-Abl PPI inh	CSN inh	eLon inh	bovine MsrA act	FAS TE block
COc1ccccc1N1C(=O)C2C3CC(c4ccccc4)C(C3)C2C1=O (stereo not drawn)	i	-1.3	-0.4	2	1	0	-7	-5	-1
CCCCc1ccc(S(=O)(=O)NC(=O)C2(C)CCN2C(=O)c2ccccc2)cc1 (stereo not drawn)	i	0.8	-0.1	0	-4	-4	4	-2	-7
COc1ccccc1N1CCN(C2CCCN(C(=O)CN3CCCCC3=O)C2)CC1 (stereo not drawn)	i	-0.3	-0.2	6	1	2	-13	-4	-9
CCc1cc(C(=O)NCC(c2ccco2)N2CCCCC2)sc1C (stereo not drawn)	i	0.1	-0.1	9	3	9	-8	-2	-5
CCOc1ccc(-c2noc(CCC(=O)NC3CCCC3)n2)cc1OC	i	-0.9	-0.7	-9	-2	6	0	-9	-2
CCCCN1C(=O)C(O)=C(C(C)=O)C1c1ccccc1[N+](=O)[O-] (stereo not drawn)	i	1.3	-0.8	0	0	0	-8	-4	-8
Cc1cc(C)cc(N(CCC#N)C(=O)COC(=O)c2ccc(OCc3c(C)noc3C)cc2)c1	i	-0.6	-0.4	14	-2	-5	-2	0	15
Cc1ccc(S(=O)(=O)N2[C@@H](c3ccc(Br)cc3)C(C(=O)O)=CC[C@H]2c2cccc(C)c2)cc1	i	0.1	-0.1	3	-6	5	-12	-4	15
CN(C1CCCCC1)S(=O)(=O)c1ccc(S(=O)(=O)N2CCCC2)cc1	i	-0.3	0.8	-5	2	1	-1	-1	14
COc1cccc(Cn2nnc(C(=O)Nc3cc(Cl)ccc3OC)c2N)c1	i	-0.4	-0.1	-1	1	-5	0	-3	23
CC(C)c1nc(SCC(=O)N2c3ccccc3CC2C)c2ccccc2n1 (stereo not drawn)	i	1.1	-0.5	32	-8	6	-4	-2	18
CCN(CC)c1ccc(NC(=O)c2ccccc2)cc1S(=O)(=O)Nc1ccccc1OC	i	1.5	-0.4	27	-3	-8	3	-10	20
Nc1nc(NC(=O)CCCC(=O)O)nn1-c1ccccc1	i	0.6	-0.1	3	2	1	9	0	-6
O=C(Nc1ccc(C(=O)N2CCOCC2)cc1)c1ccccc1Cl	i	-1.4	-0.1	14	0	0	-7	4	-5
COc1ccccc1-c1nc(C#N)c(N2CCC(Cc3ccccc3)CC2)o1	.	-0.2	-1.2	16	-2	-7	2	0	25
Cc1ccc(NC(=O)C2CC(=O)N(C(C)C)C2)cc1Cl (stereo not drawn)	i	0.4	-0.3	14	1	-3	-2	-2	-4
COc1cccc(C(C)NC(=O)c2ccncc2)c1 (stereo not drawn)	i	-0.3	-0.3	-18	4	2	-6	0	-4
COc1cc(OC)cc(/C(N)=N/O)c1	i	-0.8	-0.9	0	1	2	3	-2	-2
CCOc1ccc(NC(=O)Cn2c(=O)oc3ccccc32)cc1	i	-0.2	-0.7	-4	-2	-3	1	0	-2
CC1CC(=O)N(CC(=O)Nc2ccc(Br)cc2)c2ccccc2S1(=O)=O (stereo not drawn)	i	-0.3	0.7	-4	0	-3	4	-3	0
CN(CC(=O)Nc1cccnc1Cl)S(=O)(=O)c1ccc(Cl)cc1	i	-1.5	0.1	3	1	3	-3	-3	-2
COc1cccc(C(NC(=O)C2CCN(CCCOc3ccccc3)CC2)c2ccccn2)c1 (stereo not drawn)	i	2.3	-0.3	11	-2	0	-9	-5	-6
Cc1ccccc1OCC(=O)NNC(=O)c1cc(S(=O)(=O)N(C)C)ccc1N1CCCC1	i	3.2	-0.3	7	-1	-9	-4	-5	1
O=C(COc1ccc(Cl)cc1)N1CCN(c2ncccn2)CC1	i	0.1	-0.5	-9	0	-4	1	-3	-4
CCOC(=O)Cc1cc(OC)c(OC)cc1Cc1cc(OC)c(OC)cc1CC(=O)OCC	i	0.9	-0.9	23	1	5	-14	-12	4
O=C1Nc2ccccc2N=C(c2ccc3c(c2)OCO3)C1N(C(=O)c1ccc2ccccc2c1)C1CC1 (stereo not drawn)	i	2.3	0.8	3	0	-1	-2	-2	27
CCCCCNC(=O)C(c1cc2ccccc2o1)n1c(=O)c(-c2cc3ccccc3[nH]2)nc2ccccc21 (stereo not drawn)	.	0.6	0.0	.	.	-1	.	.	.
CCOCCCN(C(=O)c1snc(C(N)=O)c1N)C(C(=O)NC1CCCC1)c1ccc(O)cc1 (stereo not drawn)	i	0.5	0.2	17	-1	-1	-2	-3	-2
Cc1ccc2c(CN3CCN(Cc4ccc5c(c4)OCO5)CC3)cc(=O)oc2c1C	i	0.1	-0.4	-8	-6	4	-15	-4	20
COc1ccccc1OCc1cc(C(=O)N2CCN(C)C(c3ccccc3)C2)no1 (stereo not drawn)	i	-0.2	-0.5	5	-1	-1	-6	-2	4
S=C1NCC(c2ccccc2)S1 (stereo not drawn)	i	-0.6	-0.2	-37	-2	2	3	-1	-7
CCOC(=O)c1cccc(NC(=O)c2ccc3c(c2)C(=O)N(CC2CCCO2)C3=O)c1 (stereo not drawn)	i	-2.0	0.3	3	3	-3	14	-13	5
FCc1nc2nc(Cl)c(Cl)nc2[nH]1	i	2.4	-0.1	3	-4	-2	-6	-1	-6
CCC(=O)N1CC(C)C(=O)Nc2ccccc21 (stereo not drawn)	i	-0.4	-0.3	4	1	2	-4	-2	-6
Cc1cc(C)n(CC(C)NCc2c(C(=O)N3CCOCC3)nc3c(C)cccn23)n1 (stereo not drawn)	i	1.8	-0.3	-2	0	-1	-14	-5	-4
CCCNC(=O)C1CCC(CNS(=O)(=O)c2ccc3c(c2)CC(C)N3C(C)=O)CC1 (stereo not drawn)	i	1.2	0.1	9	-3	2	-6	0	-8

Complete entries, looked up by structure.
CCCNC(=O)C1CCC(CNS(=O)(=O)c2ccc3c(c2)CC(C)N3C(C)=O)CC1 (stereo not drawn) as listed: Neddylation inh = i; MsrA inhibitor = 1.2; Tb MetRS inh = 0.1; MLLE-PAM2 inh = 9; Rin1-Abl PPI inh = -3; CSN inh = 2; eLon inh = -6; bovine MsrA act = 0; FAS TE block = -8
O=C1Nc2ccccc2N=C(c2ccc3c(c2)OCO3)C1N(C(=O)c1ccc2ccccc2c1)C1CC1 (stereo not drawn) as listed: Neddylation inh = i; MsrA inhibitor = 2.3; Tb MetRS inh = 0.8; MLLE-PAM2 inh = 3; Rin1-Abl PPI inh = 0; CSN inh = -1; eLon inh = -2; bovine MsrA act = -2; FAS TE block = 27
Cc1cc(C)n(CC(C)NCc2c(C(=O)N3CCOCC3)nc3c(C)cccn23)n1 (stereo not drawn) as listed: Neddylation inh = i; MsrA inhibitor = 1.8; Tb MetRS inh = -0.3; MLLE-PAM2 inh = -2; Rin1-Abl PPI inh = 0; CSN inh = -1; eLon inh = -14; bovine MsrA act = -5; FAS TE block = -4

Continued.
SMILES	Neddylation inh	MsrA inhibitor	Tb MetRS inh	MLLE-PAM2 inh	Rin1-Abl PPI inh	CSN inh	eLon inh	bovine MsrA act	FAS TE block
CCN1CCN(Cc2ccc(NC(=O)c3cc(NC(=O)c4cnn(-c5ccccc5)c4N)cc(OC)c3)cc2C(F)(F)F)CC1	i	0.3	0.3	5	2	6	11	-2	-4
CCOc1ccc(N2C(=O)CC(N3CCN(c4ccc(C(=O)c5ccncc5)cc4)CC3)C2=O)cc1 (stereo not drawn)	i	-0.3	-1.3	11	1	0	-4	-11	6
Cc1cccc(C(=O)Nc2ccc(S(=O)(=O)Nc3nc(C)cc(C)n3)cc2)c1	i	0.8	-0.7	-3	0	-3	7	-3	-3
CCCCN(CC)CCCNC(=O)c1cc2c(-c3ccc(OC)c(OC)c3)nn(C)c2s1	+	1.6	-1.2	-8	-1	2	-7	-3	-4
C=CCn1c(C)cc(C(=O)COc2ccc(N(C)S(=O)(=O)c3ccc(NC(C)=O)cc3)cc2)c1C	i	0.5	-0.3	2	0	-4	-6	-2	15
Cc1ccc(-n2ncc3c(SCC(=O)NNC(=O)c4ccco4)ncnc32)cc1	i	-0.1	0.1	-19	-4	2	2	-2	2
CC(=O)c1ccc(N2CCN(C(=O)c3cc4c(C)nc5ccccc5c4o3)CC2)cc1	i	-0.8	-0.2	-15	3	14	-5	1	1
C[C@H](CO)N1C[C@H](C)[C@@H](CN(C)C(=O)Nc2ccccc2F)Oc2ncc(Br)cc2C1=O	i	0.2	-0.2	19	-1	2	-6	0	-7
O=C(CN1CCC(NC(=O)Nc2ccc(F)cc2)CC1)Nc1ccccc1[N+](=O)[O-]	i	-1.0	-0.7	-10	-5	-4	2	-2	6
CN(CCCNC(=O)C1CCCN(S(=O)(=O)c2cnc[nH]2)C1)c1ccccc1 (stereo not drawn)	i	0.2	0.1	4	-1	3	5	0	-2
CCCCNc1nc(CC(C)=O)ns1	i	1.2	0.8	2	-1	3	-4	-1	-2
CC(=O)c1cccc(NC(=O)c2ccc(OCc3c(C)noc3C)cc2)c1	i	0.1	-0.5	6	0	0	6	-1	-3
O=C(COC(=O)c1ccc(Br)o1)NCC1CCCO1 (stereo not drawn)	i	0.3	-0.3	-1	1	-3	-2	0	-9
Cc1cc(C)n2nc(SCC(=O)c3c(N)n(CC(C)C)c(=O)n(C)c3=O)nc2n1	i	0.6	0.4	-3	-1	3	-5	-2	-3
CCOC(=O)C1=C(COC(=O)c2cccc(N(C)C)c2)NC(=O)NC1C (stereo not drawn)	i	-0.1	-0.5	-4	-2	4	-5	-5	-2
O=C(COc1ccccc1)OCc1csc(Nc2ccccc2)n1	i	-0.5	-0.3	2	3	2	0	-7	8
CC(=O)Nc1ccc(S(=O)(=O)N(CC(=O)NC2CC2)Cc2ccccc2)cc1	i	-1.1	-0.2	13	2	1	-4	-4	-8
O=C(CCCn1c(=O)c2ccccc2n(Cc2ccccc2)c1=O)NCc1ccco1	i	-0.3	-1.3	7	2	2	-8	-6	-2
O=C(c1ccc(F)cc1)N1CCC(C(=O)N2CCN(S(=O)(=O)c3cccc([N+](=O)[O-])c3)CC2)CC1	i	1.8	-0.3	1	0	-4	0	-3	1
COc1ccc(C2OC(=O)CC2C(=O)NCc2ccccc2Cl)cc1OC (stereo not drawn)	i	0.4	-0.4	0	0	-4	7	-3	-2
CCc1cccc2sc(N(CCCN3CCOCC3)C(=O)CS(=O)(=O)c3ccccc3)nc12	i	1.5	-0.1	7	1	3	-13	5	29
COc1ccccc1CNC(=O)CSc1ccc(-c2cccc([N+](=O)[O-])c2)nn1	i	0.2	-0.4	3	-3	1	5	-1	-3
CCCC(=O)N(C1CC(C)C(C#N)(C#N)C1(C#N)C#N)N(C)C (stereo not drawn)	+	0.9	-0.3	20	-2	-1	-4	-6	62*
O=C1OCCC1=CN1CCCCC1	i	0.6	-0.1	9	5	0	-4	-3	-9
CCC(C)C(NC(=O)C1CCC(C)CC1)C(=O)Nc1ccc(OC)cc1OC (stereo not drawn)	i	0.8	-0.1	10	2	1	-3	-3	-11
CN(CC(=O)Nc1ccc(F)cc1)C(=O)COC(=O)COc1ccc(C#N)cc1	i	0.8	-0.2	-11	-4	-7	-2	-4	2
CCc1nnc(NC(=O)C2CC(=O)N(C3CCCCC3)C2)s1 (stereo not drawn)	i	1.0	-0.4	-2	1	4	-5	-2	-1
COc1ccc(N(CC(=O)Nc2cc(C)on2)S(=O)(=O)c2cc(C)ccc2C)cc1	i	-0.5	-1.7	13	5	0	-9	-9	7
COc1ccc(C)cc1NC(=O)CN(C)S(=O)(=O)c1cc(C)ccc1OC	i	-0.7	-1.3	-5	-3	-7	16	-9	1
CCN(CC(=O)Nc1cccc(F)c1)CC(=O)Nc1ccccc1OC	i	1.4	-1.5	19	2	1	2	-1	0
